Source: PubChem BioAssay
FBPA Giardia inh: blocks Giardia fructose-bisphosphate aldolase activity. hit rate 0.71% among 290,000. purified Giardia FBPA. Potency, µM (titrated, usually from 59.6 µM), for inactives: at the highest dose activity, negative = inhibition, hits mostly inhibitors; further: potency means the concentration at half of the fitted maximal effect; on the % scale 0 is the no-effect control and ±100 the full control effect; nearly all actives have a fitted effect of over 55% in size
Target sequence (A8B2U2 whole entry, looked up): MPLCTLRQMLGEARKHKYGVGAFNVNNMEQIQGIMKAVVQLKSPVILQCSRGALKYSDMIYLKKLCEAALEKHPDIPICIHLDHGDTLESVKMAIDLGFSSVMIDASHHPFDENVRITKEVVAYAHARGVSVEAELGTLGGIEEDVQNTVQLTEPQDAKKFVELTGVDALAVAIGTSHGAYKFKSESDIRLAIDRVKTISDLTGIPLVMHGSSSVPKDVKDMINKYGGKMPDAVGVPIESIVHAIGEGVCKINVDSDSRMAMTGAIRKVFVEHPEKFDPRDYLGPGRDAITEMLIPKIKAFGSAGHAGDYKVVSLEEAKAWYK
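Giardia FBPA (40 nM reagent) was preincubated 10 min at RT with compound (up to 57.5 uM final), then substrate plus GAPDH/TPI/NAD/arsenate coupling system with diaphorase/resazurin was added; resorufin fluorescence (525/598 nm) was read after 20 min.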
Shiga inhibitor: Shiga toxin inhibition | Vero cells, Shiga toxin protein synthesis inhibition reporter | inhibition, % at 38.7 µM | hit rate 9.2% among 290,000; in the data active means inhibition mostly above about 28%, no sharp cut-off; inactive means mostly below about 43%; further: 0% is about no effect
HCV inh: blocks hepatitis C virus. hit rate 3.4% among 340,000. AID 651820. Huh7.5.1 HCVcc-Cre infection, luciferase reporter, 44 h. Potency, µM (highest dose often 41.8 µM), without a hit: at the highest dose activity change, negative = inhibition, most hits filed as inhibitors; further: potency means the concentration at half of the fitted maximal effect; on the % scale 0 is the no-effect control and ±100 the full control effect
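Luciferase read-out (15 sec integration) after a 15 min room-temperature substrate step quantifies HCVcc-Cre infection. Cells, 1,000 per well, had compound added 4 h post-plating, then virus at ~0.5 moi, and were cultured 44 h.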
CHX counter: affects cycloheximide protein synthesis inhibition readout, counter-screen; cell reporter, cycloheximide protein synthesis inhibition counterscreen; max response, %; hit rate 12% among 300,000; AID 2314; in the data active means max response mostly above about 13%, no sharp cut-off; inactive means mostly below about 14%; further: read at 38.3 µM for the half of the compounds with a filed dose; 0% is about no effect
Pf growth 96h: P. falciparum growth inhibition at 96 hours; P. falciparum luciferase reporter growth, 96 h; Potency, µM (top dose mostly 28.7 µM), for the others: top-dose activity change, negative = inhibition, actives largely listed as inhibitors; hit rate 6.9% among 320,000; AID 504834; further: potency means the concentration at half of the fitted maximal effect; on the % scale 0 is the no-effect control and ±100 the full control effect
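Parasite growth measured via integrated firefly luciferase reporter in P. falciparum. Infected erythrocytes at 2% hematocrit, 0.05% parasitemia final were treated 96 hours at 37 C under 5% CO2, and luminescence was read.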
Pf growth 48h: P. falciparum growth inhibition at 48 hours (one generation); P. falciparum luciferase growth in erythrocytes, 48 h; Potency, µM (doses to about 28.7 µM), for inactives: at the top dose activity change, negative = inhibition, hits mostly inhibitors; hit rate 5.9% among 310,000; further: potency means the concentration at half of the fitted maximal effect; on the % scale 0 is the no-effect control and ±100 the full control effect
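A one-generation exposure of luciferase-tagged malaria parasites in RPMI 1640/Albumax erythrocyte culture, 37 C and 5% CO2. Inhibition is inferred from decreased luminescence after adding detection reagent.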
An asterisk follows results filed as active; ? = inconclusive; nt = not tested or not shown; & = joins results of further samples; [ ] = another dose, or the depositor's remark. Unless noted, the call rests on the fitted dose curve; in most records, active means well fitted curve in the direction sought with a large enough effect; inconclusive means small, poorly fitted or top-dose-only effect, or another doubt; inactive means no such curve, though single readings can be large; an effect the other way counts as inactive or inconclusive.

Values run as follows: Pf growth 96h	HCV inh	FBPA Giardia inh	Pf growth 48h	CHX counter	Shiga inhibitor
Cn1c(C(=O)N/N=C/c2ccccc2)cc2ccccc21
→ -9%	2%	5%	56%[activator]	21*	44
O=C(/C=C/c1cccc([N+](=O)[O-])c1)NCc1ccco1
→ ?	7%	-4%	19%	-4	0
C=CCSC1=C(C#N)C(c2ccccc2OC)CC(=O)N1 (stereo not drawn)
→ -16%	21%	-18%	-23%	2	23
O=C(CN1CCN(c2ccccn2)CC1)NC1CCCCC1
→ 0%	10%	0%	-3%	9	-9
CCOc1ccc(S(=O)(=O)NC2CC2)cc1C(N)=O
→ 16%	0%	9%	14%	-2	22
COc1cccc(-n2ccnc2SCC(=O)NCc2ccccc2)c1
→ nt	-9%	0%	-11%	-2	-30
Cc1cc(Nc2ccc(C(=O)O)cc2)n2nc(C)nc2n1
→ -11%	19%	-4%	13%	-2	-3
Cc1ccc(-n2c(CNc3ccc(C)c(Cl)c3)n[nH]c2=S)cc1
→ ?	8%	3%	?	-5	9
O=C(CN1CC(c2ccccc2)CC1=O)Nc1ccccc1 (stereo not drawn)
→ -8%	12%	4%	11%	-2	-4
NC(=O)c1cc2cc(Cl)ccc2oc1=O
→ 14%	11%	7%	-3%	-2	-4
CCc1cccc2c(C(=O)CSc3nncn3-c3ccccc3OC)c[nH]c12
→ 0%	-18%	9%	?	7	6
COc1ccccc1CN1CCC(n2nccc2NC(=O)CCc2ccccc2)CC1
→ ?	1%	nt	?	2	12
O=C(Cn1cccc1C(=O)c1ccccc1)NCCCN1CCOCC1
→ 28%	-5%	7%	9%	8	-10
CCc1ncc(CN2CCC(C(=O)Nc3ccc(-n4nc(C)cc4C)cc3)CC2)cn1
→ -12%	-5%	nt	?	-3	12
O=C(/C=C/c1ccc2c(c1)OCO2)NCC1CCCO1 (stereo not drawn)
→ 63%[activator]	9%	-3%	161%[activator]	37*	63*
CCc1c(C(=O)N/N=C/c2ccc(OCc3ccc(F)cc3)c(OC)c2)nnn1-c1nonc1N
→ -21%	?	4%	?	12	20
CCN1CCN(C(=O)C2CCCN(S(=O)(=O)c3cccc4nsnc34)C2)CC1 (stereo not drawn)
→ ?	14%	-10%	-7%	-3	-3
CCOC(=O)c1ccc(NC(=O)c2nc[nH]c2C(=O)N[C@@H](CCCCNC(=O)OC(C)(C)C)C(=O)OC(C)(C)C)cc1
→ 5.9µM*	17%[8.37 µM]	?	6.6µM*	-7	-6
CN(c1ccc(C(=O)N2CCCCC2)cc1)S(C)(=O)=O
→ 44%[activator]	8%	6%	7%	-3	-16
Cc1ccc(CNCCc2ccc(F)cc2)s1
→ ?	15%	12%	10%	-3	0

Continued:
Values run as follows: Pf growth 96h	HCV inh	FBPA Giardia inh	Pf growth 48h	CHX counter	Shiga inhibitor
CC1(C)S[C@@H]2[C@H](NC(=O)C(C(=O)O)c3ccccc3)C(=O)N2[C@H]1C(=O)O (stereo partly drawn)
→ 19%	-9%	-10%	23%	13	5
COc1cc(C(=O)NC2CCN(Cc3ccccc3)CC2)cc(Cl)c1OC
→ ?	?	-7%	?	2	3
O=C(Oc1coc(CSc2ncccn2)cc1=O)c1ccco1
→ 0%	13%	6%	10%	4	-18
O=C(Nc1nnc(C2CC2)s1)c1ccc(S(=O)(=O)c2ccccc2)cc1
→ ?	6%	8%	-6%	0	-17
COc1ccccc1NC(=O)Nc1nnc(CC(=O)Nc2ccccc2C)s1
→ ?	8%	5%	?	-1	4
CCOCCCNC(=O)C(c1ccc(OC)cc1)N(Cc1cccs1)C(=O)CNC(C)=O (stereo not drawn)
→ ?	6%	0%	8%	6	16
Cc1ccnc(NC(NC(=O)C(C)C)(C(F)(F)F)C(F)(F)F)c1
→ -2%	23%	1%	4%	-1	7
O=C(NCC(=O)N1CCN(c2ccccc2O)CC1)c1ccc2ccccc2c1
→ 6.6µM*	-16%	nt	?	1	22
O=C(CCOc1ccccc1)N1CCN(c2ccc(O)cc2)CC1
→ ?	-21%	-13%	-15%	47*	63*
Cc1ccc(N(C(=O)c2ccc3c(c2)OCO3)C2C=CS(=O)(=O)C2)cc1C (stereo not drawn)
→ -6%	6%	nt	-5%	2	-30
CCOC(=O)C1CCCN(C(=O)c2ccc3c(c2)OCO3)C1 (stereo not drawn)
→ nt	7%	4%	-15%	8	-5
O=C(O)/C=C/C(=O)Nc1ccc(Oc2ccc(NC(=O)/C=C/C(=O)O)cc2)cc1
→ ?	5%	19%	8%	-5	-9
Nc1c(-c2cccc(Cl)c2)cnn1-c1ccccc1
→ 102%[activator]	-12%	0%	90%[activator]	45*	70*
CCc1n[nH]c(=S)n1/N=C/c1cc(OC)cc([N+](=O)[O-])c1O
→ 65%[activator][5.75 µM]	2%	?	-5%	-1	7
O=C(NCc1ccccc1)C1=C[C@@H](C2CCCCC2)C[C@@H](OCc2ccc(CO)cc2)O1
→ ?	-12%	-8%	?	-2	11
CC1CN(C(=O)CN2C(=O)c3ccccc3C2=O)CC(C)O1 (stereo not drawn)
→ ?	13%	6%	18%	-2	4
COCCOC(=O)c1c(N)n(Cc2ccco2)c2nc3ccccc3nc12
→ -27%	-26%	7.1µM*	-4%	-3	-11
CCOC(=O)c1c(C)oc2ccc(NS(=O)(=O)c3ccc(C(=O)O)cc3)cc12
→ 0%	5%	26%	-13%	-2	-13
Nc1cccn2c(-c3ccc(Cl)cc3)cnc12
→ 207%[activator]	?	?	234%[activator]	47*	197*
COc1ccc(S(=O)(=O)N2CCOCC2)cc1C(=O)N1CCCCCC1
→ 7%	24%	nt	89%[activator]	7	8

Additional compounds.
Values run as follows: Pf growth 96h	HCV inh	FBPA Giardia inh	Pf growth 48h	CHX counter	Shiga inhibitor
O=C(c1cc(-c2cccc(Cl)c2)on1)N1CCCCCC1
→ 35%[activator]	-14%	-10%	107%[activator]	27*	117*
CCN(CC)C(=O)C(=O)Nc1ccc(OCc2ccccc2)cc1
→ ?	6%	1%	9%	14*	23
Fc1cccc(NC(=S)N2CCCC2)c1
→ ?	5%	-13%	1%	-2	-9
O=C(O)CC1S/C(=N/N=C2CCCCC2)N(c2ccccc2)C1=O (stereo not drawn)
→ -1%	28%	1%	9%	6	9
O=C(NCCc1ccccc1)c1cc2ncc(Br)cn2n1
→ nt	10%	?	34%[activator]	26*	46
FC(F)(F)Oc1ccc(NC(=S)NCCCN2CCOCC2)cc1
→ 4%	-7%	?	-20%	1	18
CNC(=O)c1ccc(-c2ccc(F)cc2)s1
→ -74%	?	-9%	nt	31	49
CCOC(=O)C1CCCN(C(=O)C(C)(C)Oc2ccc(Cl)cc2)C1 (stereo not drawn)
→ 33%[activator]	12%	-1%	-14%	-3	-3
COc1ccccc1/C=C/C(=O)OCC(=O)Nc1c(C)nn(-c2ccccc2)c1C
→ ?	3%	nt	?	nt	nt
Cc1cccc(Nc2nc(N)nc(CSc3nccc(C)n3)n2)c1
→ ?	-3%	0%	-9%	6	49
Cc1cc(-c2ccc(/C=N/n3cnnc3)o2)c([N+](=O)[O-])cc1C
→ 7%	-7%	nt	31%[activator]	13	33
C=CCNC(=O)COc1coc(CN2CCN(Cc3ccccc3)CC2)cc1=O
→ 13µM*	5%	nt	10%	-2	-2
O=C(CN1CCN(c2ncccn2)CC1)N(Cc1ccccc1)c1ccc(F)cc1
→ 12µM*	7%	?	-19%	-7	-32
COc1cc(SC#N)ccc1N=Cc1c(C)[nH]n(-c2ccc(C)cc2)c1=O
→ 58%[activator]	?	-2%	13µM*	-2	-7
Cc1ccc(-c2noc(CCCN3C(=O)c4ccccc4C3=O)n2)cc1
→ 0%	-1%	16%	29%	-1	-7
COc1cccc(C(=O)N(Cc2ccccc2)Cc2cc3cc4c(cc3[nH]c2=O)OCCO4)c1
→ ?	?	16%	?	8	53
N#C/C(=C\c1ccc(-c2cccc(Cl)c2)o1)C(=O)Nc1cccc2cccnc12
→ 33%[activator]	3%	0%	nt	-1	-20
CN1CCN(c2nc3c(c(=O)n(C)c(=O)n3C)n2Cc2cccc3ccccc23)CC1
→ nt	5%&-4%	-12%	10µM*	4	-15
COC(=O)CN(c1ccccc1C)S(C)(=O)=O
→ ?	2%	6%	-5%	-2	-8
CC(=O)c1ccc(N2CCN(C(=O)c3ccc(Cl)c(S(=O)(=O)NC4CC4)c3)CC2)c(F)c1
→ -12%	?	nt	?	nt	nt

Further compounds follow.
Values run as follows: Pf growth 96h	HCV inh	FBPA Giardia inh	Pf growth 48h	CHX counter	Shiga inhibitor
COc1cc([N+](=O)[O-])ccc1NC(=S)Nn1cnnc1
→ 10%	-10%	nt	11%	-3	-33
O=C(O)CCCN1C(=O)C2C3CC(C2C1=O)C1C(c2ccccc2)c2sc(=O)[nH]c2SC31 (stereo not drawn)
→ 13%	24%	0%	11%	-2	2
CC1CCCCN1C(=O)CCNC(=O)Cn1cnc2ccccc2c1=O (stereo not drawn)
→ ?	-3%	-1%	7%	-3	-11
CC1CCC/C(=N\Nc2ccc(Cl)c(C(=O)O)c2)C1 (stereo not drawn)
→ 228%[activator]	31%[activator]	-16%	157%[activator]	165*	60*
CCOCC(=O)Nc1c(C)n(C)n(-c2ccccc2)c1=O
→ 44%[activator]	nt	1%	18%	-2	-6
CS(=O)(=O)NCC(c1ccco1)N1CCN(c2ccc(F)cc2)CC1 (stereo not drawn)
→ 6%	29%	11%	23%	1	-11
COc1ccc(N(CC(=O)Nc2cc(C)ccc2OC)S(=O)(=O)c2c(C)noc2C)cc1
→ -7%	?	-1%	?	-1	-17

Among those listed so far, nine contain fluorine.
Values run as follows: Pf growth 96h	HCV inh	FBPA Giardia inh	Pf growth 48h	CHX counter	Shiga inhibitor
CCc1c(C(=O)N/N=C/c2ccc(OCc3ccc(F)cc3)c(OC)c2)nnn1-c1nonc1N
→ -21%	?	4%	?	12	20
Cc1ccc(CNCCc2ccc(F)cc2)s1
→ ?	15%	12%	10%	-3	0
Cc1ccnc(NC(NC(=O)C(C)C)(C(F)(F)F)C(F)(F)F)c1
→ -2%	23%	1%	4%	-1	7
Fc1cccc(NC(=S)N2CCCC2)c1
→ ?	5%	-13%	1%	-2	-9
FC(F)(F)Oc1ccc(NC(=S)NCCCN2CCOCC2)cc1
→ 4%	-7%	?	-20%	1	18
CNC(=O)c1ccc(-c2ccc(F)cc2)s1
→ -74%	?	-9%	nt	31	49
O=C(CN1CCN(c2ncccn2)CC1)N(Cc1ccccc1)c1ccc(F)cc1
→ 12µM*	7%	?	-19%	-7	-32
CC(=O)c1ccc(N2CCN(C(=O)c3ccc(Cl)c(S(=O)(=O)NC4CC4)c3)CC2)c(F)c1
→ -12%	?	nt	?	nt	nt
CS(=O)(=O)NCC(c1ccco1)N1CCN(c2ccc(F)cc2)CC1 (stereo not drawn)
→ 6%	29%	11%	23%	1	-11
